# Compound activity from PubChem.
# mIAP inh: mouse IAP inhibition; 330,000 tested, 0.2% active; inhibition, % at 10 µM; AID 2806; purified mouse IAP, CDP-Star luminescence, 30 min;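 active = inhibition of at least 40% at 10 µM in the primary screen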;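 also: plate controls were DMSO with enzyme for no effect and no enzyme wells for full effect; values of inactives mirror those of a sister screen read the other way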
# mIAP act: increases mouse intestinal alkaline phosphatase activity; activation factor at 10 µM; 330,000 tested, 0.24% active; muIAP, CDP-Star luminescence, 30 min; stronger effect = higher value; 1 = vehicle-only enzyme signal, 0 = enzyme-free wells;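 active = activation factor of at least 2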; also: the source names both 10 and 20 µM as test concentration; values of inactives mirror those of a sister screen read the other way
#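 also added = chemiluminescent substrate CDP-Star | test system = mouse IAP enzyme | signal = chemiluminescence readout | compound = DMSO-dissolved test compounds | incubation = 30 min at room temperature | benchmarks = DMSO wells, no-enzyme wells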
# hIAP block: blocks human intestinal alkaline phosphatase; P09923; purified IAP, CDP-Star luminescence, 30 min; inhibition, % at 10 µM; 330,000 tested, 0.12% active; AID 2544;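 active = inhibition reaching a set limit with compound at 10 µM in the primary screen, cut at about 35% in these data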;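 also: plate controls were DMSO wells with enzyme for no effect and no-enzyme buffer wells for full effect; values of inactives mirror those of a sister screen read the other way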
# Target sequence (P09923 whole entry, looked up): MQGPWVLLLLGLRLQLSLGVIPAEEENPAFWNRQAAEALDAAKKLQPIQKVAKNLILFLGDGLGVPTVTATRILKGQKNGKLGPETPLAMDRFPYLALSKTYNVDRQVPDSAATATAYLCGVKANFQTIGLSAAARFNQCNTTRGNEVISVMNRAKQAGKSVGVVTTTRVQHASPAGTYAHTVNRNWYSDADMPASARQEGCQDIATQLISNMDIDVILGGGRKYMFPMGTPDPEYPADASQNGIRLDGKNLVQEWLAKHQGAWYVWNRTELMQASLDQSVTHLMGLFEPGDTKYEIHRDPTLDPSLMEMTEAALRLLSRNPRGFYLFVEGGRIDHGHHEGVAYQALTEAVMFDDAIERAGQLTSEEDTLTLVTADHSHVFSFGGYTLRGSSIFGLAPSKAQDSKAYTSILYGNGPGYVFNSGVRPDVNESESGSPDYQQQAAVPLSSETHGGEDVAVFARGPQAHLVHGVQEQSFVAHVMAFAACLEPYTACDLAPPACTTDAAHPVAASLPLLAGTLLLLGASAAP
# APOBEC3A inh: blocks human APOBEC3A ssDNA deamination. P31941. recombinant A3A, FAM/TAMRA ssDNA deamination fluorescence. inhibition, % at 20 µM. 330,000 tested, 0.41% active;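 active = at least 40% inhibition at 20 µM here, with at most 30% in a related deaminase screen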;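 also: plate controls were A3A with DMSO for no effect and wells lacking A3A enzyme for full effect; some results filed as inactive read as strong as hits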
# Target sequence (P31941 whole entry, looked up): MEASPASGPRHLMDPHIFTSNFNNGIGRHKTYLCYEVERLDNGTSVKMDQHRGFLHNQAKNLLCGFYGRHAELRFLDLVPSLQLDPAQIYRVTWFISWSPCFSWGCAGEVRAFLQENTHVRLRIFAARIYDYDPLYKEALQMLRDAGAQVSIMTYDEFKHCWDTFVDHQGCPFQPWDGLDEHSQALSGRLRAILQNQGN
# MIN6 prolif: induces beta-cell replication in MIN6 cells; 330,000 tested, 0.29% active; MIN6 cells proliferation, ATPlite luminescence, 48 h; cells starved in 0.2% serum; 100% = growth in 10% serum; AID 2380; proliferation, % at 10 µM;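 active = compounds whose signal lies at least 3.5 SD above the mean of all wells on their plate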;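 also: 0% = DMSO-treated cells in low-serum medium and 100% = 10% serum control; some compounds called inactive have numbers as strong as hits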
# TIM10 inh: growth inhibitors of TIM10 yeast strain | S. cerevisiae TIM10 strain growth, BacTiter-Glo luminescence, 24 h | inhibition, % at 10 µM | 330,000 tested, 1.4% active;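 active = inhibition of 40% or more at the single tested concentration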;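 also: wild-type TIM10 isogenic control strain grown at permissive 25 °C; 0% = DMSO yeast wells and 100% = minimal medium wells without yeast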
# tim10-1 inh: inhibits growth of tim10-1 mutant yeast | S. cerevisiae tim10-1 ts strain growth, BacTiter-Glo, 24 h | inhibition, % at 20 µM | 330,000 tested, 2.2% active | AID 463190;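 active = inhibition of at least 40%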;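 also: mutant grown at 25 °C; 0% = DMSO wells with yeast and 100% = wells holding no yeast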
# A3G deaminase: APOBEC3G (human) deaminase inhibition. Q9HC16. recombinant A3G, ssDNA deamination FAM/TAMRA fluorescence. inhibition, % at 20 µM. 330,000 tested, 0.28% active. AID 493012;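 active = inhibition of at least 40% at 20 µM, with no more than 30% in the related APOBEC3A deaminase screen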;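 also: plate controls were DMSO wells with A3G for no effect and wells lacking A3G enzyme for full effect; some compounds called inactive have numbers as strong as hits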
# Target sequence (Q9HC16 whole entry, looked up): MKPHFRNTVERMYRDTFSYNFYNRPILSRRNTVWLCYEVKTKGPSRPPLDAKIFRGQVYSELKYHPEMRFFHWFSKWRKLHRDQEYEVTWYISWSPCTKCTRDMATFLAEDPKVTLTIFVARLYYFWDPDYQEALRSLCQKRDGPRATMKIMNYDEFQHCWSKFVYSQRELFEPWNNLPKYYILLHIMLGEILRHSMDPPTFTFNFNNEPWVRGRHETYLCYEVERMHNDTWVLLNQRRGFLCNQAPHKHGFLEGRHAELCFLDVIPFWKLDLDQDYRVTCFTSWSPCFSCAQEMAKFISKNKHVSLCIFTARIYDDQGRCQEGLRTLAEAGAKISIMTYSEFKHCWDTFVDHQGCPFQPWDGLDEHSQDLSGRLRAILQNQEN
# NALP3 yeast inh: inhibitors of NALP3 inflammasome in yeast; Yeast reconstituted NLRP3/ASC/caspase-1, beta-gal luminescence, 24 h; inhibition, % at 10 µM; 330,000 tested, 0.39% active; AID 2825;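 active = inhibition of 50% or more; inactive = inhibition below 50%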;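 also: plate controls were induced DMSO wells for no effect and uninduced yeast grown without galactose for full effect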
# * marks the source's active call; other numbers are inactive results.
SMILES,mIAP inh,mIAP act,hIAP block,APOBEC3A inh,MIN6 prolif,TIM10 inh,tim10-1 inh,A3G deaminase,NALP3 yeast inh
CC(C)c1ccc(/C=N/n2cnnc2)cc1,-3,1,-18,4,-1,16,19,7,23
CCS(=O)(=O)N1CCCC(C(=O)NC2CCCC2)C1 (stereo not drawn),-1,1,1,-2,0,-13,-1,-3,-12
Cc1cccc(CCNC(=O)c2cc(=O)[nH]c3ccc(Br)cc23)c1,8,0.92,-6,-1,4,0,13,-7,-1
COCCNC(=O)C1CC(c2cccc(F)c2)=NO1 (stereo not drawn),-1,1,11,0,1,-9,-4,-5,5
O=S(=O)(Nc1c(F)cccc1F)c1ccc2c(c1)OCCO2,-6,1.1,-14,-2,0,-5,13,-8,17
CCn1cc(CN2CCC(C(=O)Nc3cccc(-c4cscn4)c3)CC2)cn1,-8,1.1,4,3,6,2,4,-5,11
COC(=O)[C@H](Cc1ccccc1)NC(=O)Cn1ccc(NC(=O)OCc2ccccc2)nc1=O,3,0.97,-6,-1,-5,-4,8,0,16
O=C(NCc1cccs1)C(Cc1ccccc1)NS(=O)(=O)c1cccs1 (stereo not drawn),-12,1.1,9,1,1,5,22,1,30
O=C(Nc1ccc(N2CCOCC2)cc1N1CCOCC1)c1cccs1,1,0.99,-2,0,-2,-1,4,2,17
CN(CC(=O)Nc1ccccc1Cl)C(=O)c1ccc(N2CCCCCC2)c([N+](=O)[O-])c1,8,0.92,12,2,-4,10,19,-10,-6
CCOC(=O)c1[nH]c2ccc(OC)cc2c1NC(=O)c1ccc(OC)c(OC)c1,4,0.96,7,-1,0,7,20,-10,19
Nc1nc(SCC(=O)NCC2CCCO2)n[nH]1 (stereo not drawn),-8,1.1,13,2,2,6,7,-6,6
O=C(NCc1ccccc1C(F)(F)F)C1CC(c2cc(C(F)(F)F)cc(C(F)(F)F)c2)=NO1 (stereo not drawn),8,0.92,-24,9,-6,19,27,4,-3
CCCC1(CCC)NC(=O)N(CC(=O)N2CCN(C(=O)c3ccco3)CC2)C1=O,-6,1.1,-4,-1,-1,-18,18,2,5
O=C1/C(=C/c2ccncc2)SC(=S)N1C1CCCCC1,5,0.95,5,4,0,50*,36,-5,24
Cc1cccc(Nc2nc(N3CCOCC3)nc(N3CCOCC3)n2)c1,0,1,-24,-5,-3,-11,-10,-9,15
O=C(O)c1cc(-c2c[nH]c3ccccc23)nc2ccc3ccccc3c12,6,0.94,4,-4,-3,-2,3,-8,-5
Cc1cccc(NC(=O)CSc2nc3[nH]ncc3c(=O)n2-c2ccccc2)c1,3,0.97,-35,3,1,13,-13,-3,4
COC(C(=O)NNS(=O)(=O)c1ccccc1[N+](=O)[O-])c1ccccc1 (stereo not drawn),10,0.9,13,-2,0,1,5,-5,4
O=C(CSc1nnc(NC(=O)c2ccco2)s1)Nc1ccccc1,1,0.99,7,0,-2,-4,-24,-9,12
COCCSc1nnc(NC(=O)Cc2ccc(OC)cc2)s1,-2,1,1,4,0,-9,-6,-6,23
c1ccc(N2CCN(C3CCSC3)CC2)cc1 (stereo not drawn),-3,1,-8,-3,-2,-8,-6,7,10
COc1ccc(S(=O)(=O)Nc2ccc3c(c2)C(=O)N([C@H](C)CO)C[C@H](C)[C@@H](CN(C)C(=O)Nc2ccccc2)O3)cc1,-2,1,-9,1,1,-2,-5,-8,20
COc1ccc(-c2nc3cccc(C)n3c2NCC2CCCO2)cc1O (stereo not drawn),-8,1.1,-8,-10,-3,-8,29,-6,18
CCOc1ccc(S(=O)(=O)Nc2cccc(C(=O)N3CC(C)OC(C)C3)c2)cc1 (stereo not drawn),-3,1,-5,-2,2,2,5,-7,1
O=S(=O)(Cc1ccccc1)N1CCN(C/C=C/c2ccccc2)CC1,17,0.83,3,5,-1,6,1,2,39
CCCC(=O)N(CCN1CCOCC1)c1nc2ccc(OCC)cc2s1,-3,1,-26,-5,1,-4,14,-3,18
CCCN(CC(=O)Nc1ccccc1Br)CC(=O)Nc1ccc(F)c(F)c1F,-13,1.1,10,3,0,-4,31,-4,16
CCOC(=O)c1nn(-c2ccccc2)c(=O)cc1OCC(=O)Nc1ccccc1OCC,12,0.88,6,-1,2,-22,-11,-13,5
CC(=O)N/C(=C\c1ccc(C)cc1)C(=O)O,6,0.94,-15,-3,1,8,5,-4,-11
O=C(NCc1ccccn1)C(=O)N/N=C/c1ccccc1O,4,0.96,-198,3,1,-6,1,-3,0
Cc1ccc(S(=O)(=O)N2CCCCC2)cc1NC(=O)Cc1cccs1,-5,1,0,-4,-1,11,14,-7,-7
CC(=O)c1cn(CC(=O)NCc2cccnc2)c2ccccc12,6,0.94,14,1,-2,-21,-10,-4,1
Cc1ccc2c(CC(=O)NC3=NCCS3)coc2c1,2,0.98,18,-2,-2,17,10,-1,-6
COCCOC(=O)c1c(NC(=O)CNCc2ccco2)sc(C(N)=O)c1C,-7,1.1,-15,4,-2,0,10,-1,8
CC(=O)c1ccc(OCC(O)CN2CCOCC2)cc1 (stereo not drawn),-8,1.1,6,-3,1,6,-1,-12,3
Nc1ncc([N+](=O)[O-])cc1Br,-9,1.1,-12,-4,1,-10,-7,-7,-2
COc1ccc(/C=C(\CC(=O)O)c2nc3ccccc3s2)cc1O,-5,1.1,18,-6,1,13,2,-7,-2
COC(=O)c1ccc(N2CCN(CCNC(=O)Nc3ccc(OC)cc3)CC2)cc1,-9,1.1,10,-7,-2,-7,16,-5,5
CC(=O)NC1=NN(C(C)=O)C(C)(CC(=O)OC(C)(C)C)S1 (stereo not drawn),-5,1,8,2,-2,6,8,-6,2
O=C(CCC(=O)OCC(=O)c1ccc(Br)cc1)Nc1cccc2cccnc12,-1,1,12,-2,1,1,6,-6,9
Cc1c(NC(=O)COC(=O)/C=C/c2cccc(Br)c2)c(=O)n(-c2ccccc2)n1C,-16,1.2,-6,-2,-1,-5,0,-6,-13
C=CCn1c(SCC(=O)c2ccc(O)c(O)c2)nnc1-c1cccc(OC)c1,41*,0.59,9,-5,-1,-29,-2,-13,16
COc1ccc(/C=C(\NC(=O)c2ccc(OC)cc2)C(=O)Nc2cccc(C(=O)O)c2)cc1,4,0.96,-17,-5,-3,-19,6,-9,15
CCCCOc1ccc([N+](=O)[O-])cc1C(=O)O,0,1,-5,-2,-2,-16,-5,-6,5
COC(=O)c1ccc(NC(=O)c2ccccc2)o1,-4,1,-3,-1,-2,-5,-7,-3,25
CC1(C)Cc2c(c(-c3ccccc3)nc3[nH][nH]c(=O)c23)CO1,1,0.99,9,0,1,2,5,19,19
COc1ccc(OC)c(C2=NOC(C(=O)NCCN3CCOCC3)C2)c1 (stereo not drawn),-3,1,5,2,-2,0,5,0,-3
COc1ccc(CC(=O)NNc2ncnc3c2cnn3C)cc1,16,0.84,-65,1,0,5,-6,-8,6
N#C/C(=C\c1cccc(OCC(=O)O)c1)c1nc2ccccc2[nH]1,5,0.95,-6,-3,-2,10,5,-3,17
COc1cccc(CN2CCN(C3CCN(c4cccc(C)c4C)CC3)CC2CCO)c1 (stereo not drawn),1,0.99,4,1,-5,22,10,-4,17
O=C(COc1nsnc1N1CCOCC1)Nc1cccc(Cl)c1,-2,1,5,0,5,22,25,-3,18
O=C(/C=C/c1c(F)cccc1Cl)N1CCc2ccccc2C1,-6,1.1,2,-6,-3,12,20,-8,34
Cc1cc(N)n(-c2ncnc3scc(-c4ccccc4)c23)n1,9,0.91,4,-3,-3,18,15,-3,-1
CCN(Cc1ccccc1)C(=O)c1c[nH]c2ccc(S(=O)(=O)N(C)CCC#N)cc2c1=O,1,0.99,-3,-1,-3,3,14,3,0
O=S(=O)(c1ccccc1)c1cnc2ccccc2c1,-10,1.1,-14,-2,2,-3,11,-7,46
CN(c1ccccc1C(=O)N1CCc2ccccc2C1)S(C)(=O)=O,5,0.95,4,-1,3,-9,9,-4,-6
COc1ccc(N2CCN(C(=O)c3ccc4c(c3)CC(c3ccccc3)OC4=O)CC2)cc1 (stereo not drawn),6,0.94,-8,-3,-2,2,18,-4,18
Cc1ccc(Nc2c(-c3ccc(N4CCOCC4)cc3)nc3ncccn23)cc1C,2,0.98,6,-1,-3,-1,21,-4,19
CCCCN(CCCC)CCC(O)c1cc2c(Cl)cc(Cl)cc2c2cc(C(F)(F)F)ccc12 (stereo not drawn),0,1,18,-5,-8,15,23,-5,27
# Other results follow.
SMILES,mIAP inh,mIAP act,hIAP block,APOBEC3A inh,MIN6 prolif,TIM10 inh,tim10-1 inh,A3G deaminase,NALP3 yeast inh
CC1CCc2sc(C(=O)N(C)CC(=O)Nc3cccc(F)c3)cc2C1 (stereo not drawn),-13,1.1,2,3,-4,12,15,-7,18
CC(=O)N/C(=N\OCc1ccccc1Cl)c1nonc1NC(C)=O,-1,1,6,0,-2,8,3,-5,-19
Cc1cc(C)nc(N2N=C(C(F)(F)F)CC2=O)n1,2,0.98,0,-5,-1,9,0,-7,8
CCN(CC)CC(=O)Nc1sc(C)cc1C(=O)c1ccc(C)cc1,12,0.88,0,-6,-4,-2,-26,-3,21
Brc1cccc(CSc2nnc(-c3ccncc3)o2)c1,9,0.91,8,0,2,-29,-15,-6,6
COc1ccc(N2CCN(C(=O)[C@H](C)NC(=O)c3ccccc3Cl)CC2)cc1,2,0.97,-3,-1,-3,14,-18,-5,8
CNC(=O)c1ccc(CNC(=O)OCC(F)(F)F)cc1,8,0.92,-14,-3,-2,26,1,-8,-2
CCC1CSC(Nc2ccc(C(=O)/C=C/c3ccc(OC)c(OC)c3)cc2)=N1 (stereo not drawn),-6,1.1,-2,6,-3,37,16,2,10
O=C(Cc1ccccc1)Nc1ccc(N2CCN(Cc3ccccc3F)CC2)cc1,-3,1,14,0,-2,-9,4,-3,7
COCC(=O)OCC(=O)Nc1cc(C(C)(C)C)nn1-c1ccccc1,2,0.98,7,-2,-2,-7,-4,-4,7
COc1ccc(N2CCN(CCC(N)=O)CC2)cc1,9,0.91,-7,-6,1,1,5,-7,11
O=C1C2C3C=CC(C4CC34)C2C(=O)N1CCc1ccccc1 (stereo not drawn),-1,1,6,-2,-1,-10,25,-2,10
S=c1[nH]nc(CCc2ccccc2)n1-c1ccccc1,8,0.93,10,-5,2,12,5,16,26
Cc1[nH]c(C(=O)O)c(C)c1C(=O)OC(C)C,3,0.97,10,2,0,3,11,-1,1
CCOc1ccc(N(CC(=O)O)S(=O)(=O)c2ccc(OC)c(OC)c2)cc1,-7,1.1,2,7,0,-7,18,-4,2
CCN(CC)S(=O)(=O)c1ccc(N=Cc2c(C)c(C#N)c(=O)n(C)c2O)cc1,9,0.91,2,1,0,7,5,-3,1
COc1ccc(C(=O)n2nnc3ccccc32)cc1Br,-3,1,-7,1,-3,40*,52*,1,8

# Reformatted: results already given
mol | mIAP inh | mIAP act | hIAP block | APOBEC3A inh | MIN6 prolif | TIM10 inh | tim10-1 inh | A3G deaminase | NALP3 yeast inh
O=C(Cc1ccccc1)Nc1ccc(N2CCN(Cc3ccccc3F)CC2)cc1 | -3 | 1 | 14 | 0 | -2 | -9 | 4 | -3 | 7
COCC(=O)OCC(=O)Nc1cc(C(C)(C)C)nn1-c1ccccc1 | 2 | 0.98 | 7 | -2 | -2 | -7 | -4 | -4 | 7
COc1ccc(N2CCN(CCC(N)=O)CC2)cc1 | 9 | 0.91 | -7 | -6 | 1 | 1 | 5 | -7 | 11
O=C1C2C3C=CC(C4CC34)C2C(=O)N1CCc1ccccc1 (stereo not drawn) | -1 | 1 | 6 | -2 | -1 | -10 | 25 | -2 | 10
S=c1[nH]nc(CCc2ccccc2)n1-c1ccccc1 | 8 | 0.93 | 10 | -5 | 2 | 12 | 5 | 16 | 26
